Yfh1-depleted yeast – enhancers of respiration in Yfh1-depleted yeast, dose response, Friedreich's ataxia, plus single-dose screen (AID 1465); S. cerevisiae Yfh1-off respiration, WST-1 reduction, 72 h; higher fold induction means a stronger effect; 0.074% of 220,000 active; fold induction at 50 µM; hits with a dose series show EC50 in µM;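 active = fold induction of absorbance versus untreated yeast above a set limit, then at least 30% activation at any dose in follow-up; inconclusive = repeats straddling the limit, or above it without dose testing; inactive = fold induction below the set limit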;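 note: activators that raise dye reduction in frataxin-depleted yeast; strong numbers were not always called active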
RSV antiviral HEp-2 – RSV antiviral activity via CPE protection, HEp-2 cells, primary 10 µM value included (AID 2391) | HEp-2 cells, RSV-induced CPE inhibition; higher % means a stronger effect | 0.13% of 310,000 active | one-dose CPE inhibition, % at 10 µM; IC50 in µM for titrated hits; in the data active = a potency from the dose series; inconclusive = CPE inhibition mostly from about 23% at the one dose, without a potency; inactive = the rest, 99 in 100 with CPE inhibition below about 21%; note: strong numbers were not always called active
NS5 inhibitors – Dengue-2 NS5 methyltransferase inhibitors, primary screen, biochemical, confirmation dose response (AID 588689). Genome polyprotein (Dengue virus type 2 (strain 16681-PDK53)). 0.3% of 340,000 active. inhibition, % at 25 µM; hits with a dose series show IC50 in µM. Dengue-2 NS5 methyltransferase capping enzyme assay, biochemical; higher % means a stronger effect; in the data active = a potency from the dose series; inconclusive = inhibition above about 29% without an active follow-up result
Large T inhibition – SV40 large T antigen inhibitors, biochemical (AID 1903) | one-dose inhibition, % at 20 µM; IC50 in µM for titrated hits | 0.39% of 310,000 active | SV40 large T antigen ATPase/helicase inhibition assay; higher % means a stronger effect; in the data active = a potency from the dose series; inconclusive = inhibition mostly from about 32% at the one dose, without a potency; inactive = the rest, 99 in 100 with inhibition below about 32%; note: strong numbers were not always called active
West Nile antiviral – West Nile virus antiviral activity, cell-based, CPE readout (AID 1621); CPE inhibition, % at 10 µM; hits with a dose series show IC50 in µM; 0.02% of 290,000 active; West Nile virus-infected cells, CPE inhibition; higher % means a stronger effect; in the data active = a potency from the dose series; inconclusive = CPE inhibition mostly from about 3.7% at the one dose, without a potency; inactive = the rest, 99 in 100 with CPE inhibition below about 2.2%; note: strong numbers were not always called active
K1F lysis inhibition – inhibition of K1F phage lysis, E. coli UTI89, bacterial capsule biogenesis inhibitors, alamar blue (AID 488966). 0.02% of 340,000 active. inhibition, % at 100 µM; hits with a dose series show IC50 in µM. E. coli UTI89 K1F phage lysis, alamar blue, 2 h; higher % means a stronger effect;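 active = phage lysis inhibition, versus mean bacterial control, above a set limit; inconclusive = no clear call, values can overlap the other calls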;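 note: capsule biogenesis inhibitors block K1F phage lysis so surviving cells raise fluorescence; higher fluorescence means more inhibition of phage lysis; actives were called in the ten point dose series up to 300 µM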
ER stress rescue – rescue of cells from ER stress-induced death, primary screen, 384-well, CSM14.1, thapsigargin, ATP luminescence (AID 1222). CSM14.1 thapsigargin-induced death rescue, ATP luminescence; higher % means a stronger effect. one-dose cellular ATP content (survival), % at 20 µM; EC50 in µM for titrated hits. 190,000 tested, under 10 active;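 active = EC50 below 50 µM in the dose-response confirmation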;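 note: death triggered by thapsigargin at about 15 µM added after 2 h compound pretreatment; cell ATP read after overnight thapsigargin exposure of roughly 18 to 22 hours; normalized against plate controls of thapsigargin alone and 5% DMSO vehicle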
XIAP antagonists – XIAP antagonists, biochemical, IAP family, fluorescence polarization (AID 1018) | E3 ubiquitin-protein ligase XIAP (Homo sapiens) | XIAP BIR domain, fluorescence polarization peptide displacement; higher % means a stronger effect | displacement, % at 20 µM, or IC50 in µM where a hit was titrated | 0.007% of 200,000 active; in the data active = displacement above about 50%; note: a part of the inactive calls stands beside numbers as strong as those of hits
WT yeast gro inh – growth inhibition of WT strain, primary screen, mitochondrial fusion inhibitor project, WT and mutant strains, chemical genetic; mitochondrial fusion phenotypic screen; inhibition, % at 10 µM; 2.1% of 190,000 active; AID 1362, 2008; in the data active = inhibition above about 58%; tested in S. cerevisiae
WT yeast gro inh mutant strain – second read-out of WT yeast gro inh, no call of its own (marks repeat the call); inhibition, %; mitochondrial fusion phenotypic screen, mutant strain inhibition
NS5 inhibitors pilot replicate – further read-out of NS5 inhibitors, marked with its call; inhibition, %; measured here: pilot screen replicate inhibition
Starred values were filed as active, the others as inactive; i = inactive; ? = inconclusive; . = not tested or not shown; [ ] = remark or other dose. Compounds as they come; overall some 2.2% were active at least once.

SMILES | Yfh1-depleted yeast | RSV antiviral HEp-2 | NS5 inhibitors | Large T inhibition | West Nile antiviral | K1F lysis inhibition | ER stress rescue | XIAP antagonists | WT yeast gro inh | WT yeast gro inh mutant strain | others
O=C(NC1CCCCC1)c1ccc(CS(=O)(=O)Cc2ccccc2F)o1 | i | -0.6% | 4% | -2% | 0.0% | -0.8% | -0.2% | -6.7% | 2 | 10
O=C(Oc1ccccc1/C=C\C(=O)c1cc2ccccc2o1)c1ccccc1 | i | 4.8% | 0% | 4% | -1.0% | 0.4% | 0.2% | -6.1% | 34 | 20
Cc1cccnc1NC(=O)C(C)Oc1ccccc1 (stereo unspecified) | i | 2.2% | -5% | 8% | 0.4% | 0.1% | . | -4.3% | 5 | 11
O=C(OCCCN=C1NS(=O)(=O)c2ccccc21)c1ccccc1F | i | 0.4% | -1% | 16% | 0.2% | -0.2% | -0.6% | -3.0% | 19 | 15 | NS5 inhibitors pilot replicate=-1.8
COc1ccc(OC)c(NC(=O)C2CCN(S(=O)(=O)c3cccs3)CC2)c1 | i | 0.4% | -8% | ? | 0.0% | 6.2% | -0.9% | -3.2% | 13 | -14
COC(=O)C1=C(C)NC(=O)/C1=C\c1ccco1 | i | 0.0% | -5% | 38% | 0.1% | 4.2% | -2.0% | -8.1% | 10 | 36
Cn1ccc(C(=O)OCC(=O)Nc2cccc3ccccc23)n1 | i | 0.8% | 1% | 9% | -0.1% | 0.4% | 0.3% | 1.3% | -15 | 4
COc1ccc(CC(=O)NCc2n[nH]c(=S)n2-c2ccc(F)cc2)cc1 | i | -1.0% | -9% | 12% | -0.5% | -0.1% | -0.7% | -2.6% | 8 | 12
CCn1c(=O)cc(SCC(=O)NCc2ccc3c(c2)OCO3)c2ccccc21 | i | -0.3% | -7% | 13% | 0.1% | 5.1% | -0.6% | -0.8% | -2 | 78
Nc1ncn(CC(=O)c2ccccc2)n1 | i | 0.2% | 4% | 3% | 0.3% | 0.5% | -1.1% | -13% | -3 | -12

The last 2 records of the section before lead into the next:
SMILES | Yfh1-depleted yeast | RSV antiviral HEp-2 | NS5 inhibitors | Large T inhibition | West Nile antiviral | K1F lysis inhibition | ER stress rescue | XIAP antagonists | WT yeast gro inh | WT yeast gro inh mutant strain | others
CCn1c(=O)cc(SCC(=O)NCc2ccc3c(c2)OCO3)c2ccccc21 | i | -0.3% | -7% | 13% | 0.1% | 5.1% | -0.6% | -0.8% | -2 | 78
Nc1ncn(CC(=O)c2ccccc2)n1 | i | 0.2% | 4% | 3% | 0.3% | 0.5% | -1.1% | -13% | -3 | -12
COC(=O)C(Cc1c[nH]c2ccccc12)NC(=O)c1cccs1 (stereo unspecified) | i | 1.2% | -9% | 8% | 0.8% | 0.1% | . | . | . | .
COc1ccc(OC)c(/C=N/NC(=O)c2cc3c(OC)c(OC)ccc3[nH]2)c1 | i | 7.3% | 4% | -1% | 2.1% | 0.1% | -1.8% | -3.6% | 10 | 2
O=C(Nc1nccs1)c1ccc(Cl)c(S(=O)(=O)N2CCCCC2)c1 | i | 4.1% | -7% | 25% | -0.1% | 0.9% | 3.6% | -6.4% | 7 | 18
CCNC(=O)CN1C(=O)NC(Cc2ccccc2)(Cc2ccccc2)C1=O | i | 0.2% | 0% | -3% | 0.7% | 0.0% | . | -6.5% | 2 | 2
S=c1[nH]nc(-c2ccc(Br)cc2)n1-c1ccc(Br)cc1 | . | 3.1% | -7% | 10% | 0.9% | 4.3% | . | . | . | .
COc1ccc(C(=O)CN2C(=O)COc3ccccc32)cc1 | i | 2.5% | -5% | . | -0.3% | 0.3% | 0.4% | -7.7% | -13 | -11
CC(=O)NC(Cc1cccc(F)c1)C(=O)NC1CCN(C(=O)c2ccc(C)cc2)CC1 (stereo unspecified) | i | 1.3% | -13% | -2% | -0.2% | 0.6% | 0.8% | -7.4% | 1 | -1
COC1CCN(C(=O)C2CCC(=O)N(C3CCCCCC3)C2)CC1 (stereo unspecified) | . | 1.1% | -12% | 3% | 0.2% | 0.0% | . | . | . | .
COc1ccc(-c2nnc3cccc(Cl)n23)c(OC)c1 | . | 6.4% | 1% | 9% | -0.6% | 0.2% | . | . | . | .
CCOc1ccc(NC(=S)NCc2nc3ccccc3[nH]2)cc1 | i | -1.8% | -9% | 20% | -0.7% | 2.3% | 0.0% | -2.3% | 8 | 12
O=c1[nH]c(CN(CCc2ccccc2)S(=O)(=O)c2ccc(Cl)cc2)nc2ccccc12 | i | 1.4% | -6% | -32% | -0.5% | -0.1%[50 µM] | 0.4% | -2.7% | 1 | -6
Fc1ccccc1N1CC(c2ccccc2)C(c2cccs2)=N1 (stereo unspecified) | i | 2.2% | 0% | 9% | -0.5% | 0.2% | 0.4% | -6.3% | 42 | 9
Cc1ccc(NC(=O)C2CCCN2C(=O)NC2CCCCC2)cc1 (stereo unspecified) | i | 2.0% | -25% | 9% | 0.0% | -0.5% | -0.7% | -5.9% | -4 | -18
Cc1csc(SCC(=O)Nc2cc(S(=O)(=O)N3CCOCC3)ccc2N2CCOCC2)n1 | i | -0.3% | -5% | 7% | -0.6% | 0.0% | . | . | . | .
Cc1cc(C)n(C(=O)c2ccc(S(=O)(=O)N3CCOCC3)cc2)n1 | i | 0.8% | 5% | -7% | 0.5% | -0.1% | -0.7% | -4.5% | 16 | 3
O=C(Nc1ccc2ccccc2c1)c1ccc(Cl)cc1 | . | 0.2% | -8% | -1% | -0.3% | -0.3% | . | . | . | .
O=C(Nc1ccccc1)C1CCN(C(=O)c2ccc([N+](=O)[O-])cc2)CC1 | i | 2.2% | -1% | -1% | 0.1% | 0.5% | 0.1% | -3.3% | 8 | 15
COc1ccc(CCNC(=O)COC(=O)C2CCCCC2)cc1 | i | 1.1% | -6% | 1% | -0.1% | -1.5% | -1.7% | -7.6% | -1 | -11
CCOC(CNC(=O)c1cc2c(=O)n(CC)c3ccccc3c2s1)OCC | . | 1.4% | 7% | 9% | -0.4% | 0.0% | . | . | . | .
CCc1nn(CC(=O)Nc2cc(C)ccc2C)c(=N)s1 | i | 2.1% | -4% | 5% | 0.0% | 0.2% | -0.8% | -10% | 11 | -6
CC1CCc2nc(NC(=O)c3ccc(S(=O)(=O)N4CCCc5ccccc54)cc3)sc2C1 (stereo unspecified) | i | 14% | -1% | 14% | 0.6% | 2.8% | -1.6% | -5.8% | -4 | 20
CCc1cccc(NS(=O)(=O)c2ccc3c(c2)NC(=O)CO3)c1 | . | 11% | -10% | -4% | -0.5% | 0.0% | . | . | . | .
CN(CC(=O)Nc1ccccc1C(F)(F)F)C(=O)c1cc(-c2cccs2)nn1-c1ccccc1 | . | -0.2% | -8% | 11% | . | 0.4%[50 µM] | . | . | . | .
COC(=O)NNC(=O)c1ccc(C)c(Br)c1 | i | 1.5% | -1% | 6% | -0.1% | 0.2% | -4.0% | -3.7% | -29 | -39
COc1cc(N2CCOCC2)ncn1 | i | 0.1% | 0% | 4% | -0.6% | 2.4% | -0.2% | 0.8% | -12 | -13
CC(=O)N(C)c1ccc(NC(=O)N2CCOCC2)cc1 | . | 0.7% | 5% | 9% | -0.3% | -0.5% | . | . | . | .
CC(=O)CC(=O)Nc1ncc(C(F)(F)F)cc1Cl | i | -1.2% | -4% | 21% | -0.1% | -1.9% | -1.4% | -5.0% | 0 | 12
COc1cc(CN(CC2CCCO2)C(=O)c2cccs2)cc(OC)c1OC (stereo unspecified) | . | 2.6% | 0% | 3% | -0.9% | 0.3% | . | . | . | .
COc1ccc(-n2nc(C(=O)NCC(=O)NCCCN3CC(C)CC(C)C3)c3ccccc3c2=O)cc1 (stereo unspecified) | . | -0.7% | -6% | 5% | -0.4% | 0.3% | . | . | . | .
O=C(O)c1ccccc1C(=O)c1ccc(Sc2ccc(Cl)cc2)c([N+](=O)[O-])c1 | i | ? | 35µM* | 17% | 0.3% | -1.9% | . | . | . | .
CCOC(=O)c1c(C)oc2ccc(OS(C)(=O)=O)cc12 | i | ? | -9% | . | -0.6% | -0.3% | -1.3% | -4.7% | 21 | 26
S=C(NCc1ccco1)N1CCN(c2ccc(Cl)cc2)CC1 | i | -0.2% | 1% | -5% | -1.2% | 0.1% | 1.5% | -4.6% | 11 | 7
CCCc1nnc(NC(=O)C(=O)NCCN(C)C)s1 | i | . | 11% | . | -0.1% | -1.2% | . | . | . | .
CN1CCN(C(=S)c2ccc(N(C)C)cc2)CC1 | i | -0.4% | 6% | -3% | -0.4% | 5.1% | -1.1% | -5.7% | 1 | -1
COc1ccc(CCNC(=O)CS(=O)Cc2nc(-c3ccccc3Cl)oc2C)cc1OC (stereo unspecified) | . | 3.1% | -4% | 14% | -0.9% | 0.1% | . | . | . | .
Cc1ccc(N2C(=O)[C@@H]3[C@H](C2=O)[C@H]2C=CC=NN2[C@@H]3C(=O)Nc2ccccc2)cc1 | i | 1.7% | 10% | 12% | 0.0% | 2.3% | . | . | . | .
O=c1cc(-c2ccc(O)cc2)oc2c(C3O[C@H](CO)[C@@H](O)[C@H](O)[C@H]3O)c(O)cc(O)c12 (stereo partly specified) | . | -1.9% | 0% | 26% | . | 1.4% | . | . | . | .
COc1cccc(/C=N/NC(=O)c2ccc(N3CCCC3=O)cc2)c1 | . | 1.3% | 2% | 9% | 1.7% | 0.3% | . | . | . | .
COc1ccc(OCC(=O)Nc2cccc(-c3nc4ccccc4o3)c2)cc1 | i | -0.9% | -3% | -21% | -0.8% | -0.4% | -2.3% | -10% | 2 | -5
CCOc1cc(CO)c(Br)cc1OCC(=O)O | i | 1.2% | . | 0% | 0.1% | . | -2.3% | -4.8% | -4 | -20
CS(=O)(=O)N1CCCC(C(=O)NCCCN2CCc3ccccc3C2)C1 (stereo unspecified) | i | -0.4% | 3% | . | 0.5% | 1.1% | . | -7.1% | 2 | -3
Cc1ccc(S(=O)(=O)N2CCN(C(=O)c3ccc(N4CCCC4)c([N+](=O)[O-])c3)CC2)cc1 | . | 16% | -1% | 2% | -0.8% | 0.4% | . | . | . | .
COCCNC(=S)N/N=C(\C)c1cc2ccccc2o1 | i | ? | -5% | 8% | -1.4% | 0.1% | -2.3% | -3.2% | 23 | -8
CCCCN(C)CCCNC(=O)CS(=O)Cc1nc(-c2ccc(OC)c(OC)c2)oc1C (stereo unspecified) | i | 2.8% | -11% | 2% | -0.3% | 0.0% | -2.0% | -17% | 14 | -15
CCOC(=O)c1c(NC(=O)c2noc3c2CCCC3)sc(C)c1C | i | . | . | 3% | -0.1% | . | 0.9% | -6.8% | -1 | -19

Screening results from PubChem.
